SENP7 block: inhibitors of human SENP7 protease; Q9BQF6; recombinant SENP7, Z-RLRGG-aminoluciferin luminescence, 40 min; inhibition, % at 5 µM; 1.5% of 330,000 active; AID 434973;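 active = inhibition above about 50% at the single test dose, limit read from the data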;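 also: plate controls were DMSO with enzyme for no effect and no enzyme buffer wells for full effect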
HKDC1 inh: inhibitors of human hexokinase HKDC1. recombinant HKDC1, G6PDH/diaphorase resazurin coupled fluorescence. AID 493160. inhibition, % at 20 µM. 0.16% of 340,000 active. Q2TB90;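 active = inhibition above about 35% when tested at 20 µM, limit read from the data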;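 also: plate controls were DMSO wells with enzyme for no effect and DMSO wells lacking enzyme for full effect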
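test system = in-house recombinant HK5 (HKDC1) enzyme | amount = HKDC1 at 5 µg/mL | control set = DMSO-enzyme wells negative, buffer-substituted wells positive | compound = one dose of 20 µM, 1% DMSO | schedule = reaction time 90 min, room temperature, protected from light | technique = resorufin fluorescence at 613 nm | reagent = glucose with 1 mM ATP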
NALP3 yeast inh: NALP3 inhibition in yeast; Yeast reconstituted NLRP3/ASC/caspase-1, beta-gal luminescence, 24 h; inhibition, % at 10 µM; 0.39% of 330,000 active;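 active = inhibition of 50% or more; inactive = inhibition below 50%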;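 also: plate controls were induced DMSO wells for no effect and uninduced yeast grown without galactose for full effect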
SENP1 inh: blocks the human SENP1 SUMO protease catalytic domain; Q9P0U3; recombinant SENP1 catalytic domain, CyPet-SUMO1-YPet FRET cleavage; inhibition, % at 10 µM; 0.21% of 360,000 active;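 active = inhibition at least 30% at 10 µM, raw YFP signal under a set limit, fluorescence ratio 0.5 to 1.5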;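 also: 0% = enzyme with DMSO and 100% = no enzyme wells; some results filed as inactive read as strong as hits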
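System: Recombinant human SENP1 catalytic domain, His6-tagged | Incubation: Enzyme reaction for 50 min at room temperature, dark | Medium: Tris pH 8 with BME, BSA, NP40 and catalase | Also added: 25 nM SUMO1 FRET substrate | Compound: 10 µM single point, 0.5% DMSO | Measured by: FRET fluorescence in CFP and YFP emission channels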
Apaf-1 inh: inhibitors of human Apaf-1 apoptosome; O14727; reconstituted apoptosome caspase-3 activity, DEVD-Rh110 fluorescence; inhibition, % at 20 µM; 0.71% of 330,000 active; active = inhibition of at least 40% at 20 µM;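 also: plate controls were DMSO wells for no effect and DEVD-CHO caspase inhibitor wells for full effect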
Target sequence (O14727 whole entry, looked up): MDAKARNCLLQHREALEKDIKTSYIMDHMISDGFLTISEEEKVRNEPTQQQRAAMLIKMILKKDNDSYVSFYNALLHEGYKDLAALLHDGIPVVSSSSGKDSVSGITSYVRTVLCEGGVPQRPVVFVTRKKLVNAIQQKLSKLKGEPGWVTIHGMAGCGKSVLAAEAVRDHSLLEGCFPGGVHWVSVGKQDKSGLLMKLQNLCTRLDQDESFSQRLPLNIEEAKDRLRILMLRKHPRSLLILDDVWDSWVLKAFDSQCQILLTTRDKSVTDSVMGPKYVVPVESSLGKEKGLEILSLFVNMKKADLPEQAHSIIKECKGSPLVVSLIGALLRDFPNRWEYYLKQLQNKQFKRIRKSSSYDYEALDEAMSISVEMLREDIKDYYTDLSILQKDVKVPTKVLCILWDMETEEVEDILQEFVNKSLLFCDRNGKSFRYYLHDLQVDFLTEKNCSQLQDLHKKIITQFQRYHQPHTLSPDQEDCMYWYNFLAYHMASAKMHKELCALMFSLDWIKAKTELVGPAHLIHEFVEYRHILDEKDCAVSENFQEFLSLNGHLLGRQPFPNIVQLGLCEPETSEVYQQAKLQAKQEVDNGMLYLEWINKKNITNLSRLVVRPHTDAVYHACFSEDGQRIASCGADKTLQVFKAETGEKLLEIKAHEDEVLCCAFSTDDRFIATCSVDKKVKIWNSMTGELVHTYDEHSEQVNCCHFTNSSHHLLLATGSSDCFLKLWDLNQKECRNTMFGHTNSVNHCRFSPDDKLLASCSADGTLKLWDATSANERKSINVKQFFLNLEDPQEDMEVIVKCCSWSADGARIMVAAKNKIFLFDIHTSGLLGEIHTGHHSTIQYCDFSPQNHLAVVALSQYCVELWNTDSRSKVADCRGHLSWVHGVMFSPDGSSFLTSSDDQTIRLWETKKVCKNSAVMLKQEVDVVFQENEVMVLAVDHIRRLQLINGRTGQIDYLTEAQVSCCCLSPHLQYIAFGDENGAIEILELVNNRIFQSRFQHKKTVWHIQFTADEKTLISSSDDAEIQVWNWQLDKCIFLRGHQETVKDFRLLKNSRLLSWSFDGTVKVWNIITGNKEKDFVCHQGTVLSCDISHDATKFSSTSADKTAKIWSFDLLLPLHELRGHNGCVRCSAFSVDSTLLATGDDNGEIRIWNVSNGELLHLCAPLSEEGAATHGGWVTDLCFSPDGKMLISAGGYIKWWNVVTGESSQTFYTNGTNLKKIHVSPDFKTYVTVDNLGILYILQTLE
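Medium: Hepes buffer, pH 7.5 / System: biochemical Apaf-1 apoptosome reconstitution / Measured by: Rh110 fluorescence, excitation 480 nm, emission 540 nm / Times: compound with Apaf-1, dATP, procaspase-3 30 min, then 50 min reaction, room temperature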
SENP6 inh: inhibitors of human SENP6 protease | Q9GZR1 | Recombinant SENP6 catalytic domain, aminoluciferin luminescence | inhibition, % at 10 µM | 1.8% of 330,000 active | AID 2599;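 active = inhibition above about 50% at the single tested dose, limit read from the data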;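 also: plate controls were DMSO wells with enzyme for no effect and DMSO wells lacking enzyme for full effect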
SENP8 block-1: SENP8 protease inhibition; Q96LD8; purified SENP8, Z-RLRGG-aminoluciferin cleavage, luminescence; inhibition, % at 10 µM; 1.2% of 330,000 active; AID 2540; in the data active = inhibition above about 50%
SENP8 block-2: inhibitors of human SENP8 protease; Q96LD8; recombinant SENP8, Nedd8 substrate fluorescence; inhibition, % at 20 µM; 0.64% of 360,000 active; AID 602440; in the data active = inhibition mostly above about 40%, no sharp cut-off; inactive = mostly below about 27%
PfG6PD inh: PfG6PD (Plasmodium falciparum) enzyme inhibition | PfGluPho enzyme, NADPH resazurin-diaphorase fluorescence | inhibition, % at 20 µM | 0.78% of 350,000 active | AID 504690;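 active = inhibition reaching at least a set limit at 20 µM in the primary screen, cut at about 59% in these data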;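 also: 0% = DMSO wells with substrate and 100% = DMSO wells lacking glucose-6-phosphate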
Numbers without * were called inactive; x = not tested or not shown.

Molecule	SENP7 block	HKDC1 inh	NALP3 yeast inh	SENP1 inh	Apaf-1 inh	SENP6 inh	SENP8 block-1	SENP8 block-2	PfG6PD inh
Oc1ccc(C2C(c3ccccc3)=NN=C(c3ccccc3F)N2O)c(O)c1 (stereo not drawn)	5	-3	13	2	-9	-5	-1	8	11
O=S(=O)(NCC(c1ccc2c(c1)OCO2)N1CCN(c2ccccc2)CC1)c1ccccc1 (stereo not drawn)	-11	-1	18	0	8	-1	10	16	8
O=[N+]([O-])c1cccc(-c2csc(N/N=C/c3cccc(O)c3)n2)c1	-2	-2	20	6	7	12	3	-19	33
C/C(=C/C(=O)NCc1ccccc1)C(=O)O	4	2	-5	2	-4	-20	-4	14	-9
Cc1ccc(C)c(C(=O)COC(=O)CCN2C(=O)C3C4CCC(C4)C3C2=O)c1 (stereo not drawn)	18	-1	21	1	-8	-4	-11	6	-8
Cc1ccccc1S(=O)(=O)Cc1ccc(C(=O)NCCN(CC(C)C)CC(C)C)o1	9	-1	11	0	14	4	3	9	9
COc1ccc(C(=O)OCC(=O)NCCN2C(=O)CSC2=O)cc1	-10	-2	-9	1	-3	-7	-4	15	6
O=C(COC(=O)Cc1c(F)cccc1Cl)Nc1ccc2[nH]c(=O)[nH]c2c1	-2	5	13	-20	-7	-6	9	-4	13
Cc1cc(S(=O)(=O)N(Cc2ccccc2)Cc2ccc(N(C)C)cc2)ccc1-n1cnnn1	-2	3	21	2	17	-35	1	16	15
O=C(/C=C/c1ccccc1)c1ccccc1	-9	15	11	2	2	25	-2	6	21
COc1ccc(NS(=O)(=O)c2cc(NC(=O)C3CCCO3)ccc2N2CCCCC2)cc1 (stereo not drawn)	6	-5	12	-2	10	5	2	5	1
CCN(CC)S(=O)(=O)c1ccc(N2CCCC2)c(NC(=O)C2=COCCO2)c1	0	-8	8	0	5	-1	6	15	5
C#CCOCCOCCOCCNc1nc(N2CCOCC2)nc(N2CCN(C(=O)CCCCCCCCCCNC(=O)[C@H](CO)n3cc(CCCCCN)nn3)CC2)n1	-1	0	16	0	44*	-7	-3	5	-6
O=C(COC(=O)c1ccc(S(=O)(=O)C(F)F)cc1)Nc1cccnc1Cl	-8	-2	16	3	6	-16	0	21	8
CC(C(=O)O)n1c(-c2ccn[nH]2)n[nH]c1=S (stereo not drawn)	-7	-4	13	1	0	-3	-4	31	15
Cc1ccc(C(=O)CSc2ncnc3sc4c(c23)CCC(C)C4)cc1 (stereo not drawn)	x	-7	x	-1	x	x	x	25	-15
CCOC(=O)N1CCN(C(=O)CS(=O)(=O)c2cn(Cc3ccc(Cl)cc3)c3ccccc23)CC1	4	-4	10	2	13	9	-1	9	11
OCc1ncccc1O	-8	-7	9	1	0	-45	-9	11	5
O=C(C1CCC(=O)N(C2CCCC2)C1)N1CCN(Cc2cccc(Cl)c2)CC1 (stereo not drawn)	-4	0	11	1	2	-2	1	-2	-7
O=S(=O)(NC1CC1)c1ccc2c3c(cccc13)CC2	0	-5	6	0	0	-7	2	-15	4
Nn1c(SCC(=O)Nc2ccc(F)cc2F)nnc1-c1cccnc1	2	4	6	2	-9	10	2	7	-4
Cc1ccc(N2CC(C(=O)Nc3nnc(SCCC4OCCO4)s3)CC2=O)cc1 (stereo not drawn)	-4	0	15	-1	14	0	0	-4	11
CCO[C@@H]1OC(C(=O)N2CCN(Cc3ccccc3)CC2)=C[C@H](c2ccccc2)[C@H]1CCCO	5	0	7	0	7	-17	-15	11	-15
COc1ccc(CNC(=O)CSc2nnc3c(n2)[nH]c2ccc(F)cc23)cc1	-1	4	3	-4	12	-11	0	-35	3
O=C(O)c1cccc(-n2cccc2/C=C2\SC(=O)N(Cc3ccccc3F)C2=O)c1	8	13	1	-4	10	0	-1	7	-25
O=C(CSc1nc(-c2ccc(F)cc2)cs1)N1CCN(C(=O)c2ccco2)CC1	3	3	-7	0	8	1	7	14	-4
CCn1c2ccccc2c2cc(C3N=C(N)Nc4nc5ccccc5n43)ccc21 (stereo not drawn)	3	-7	-1	1	8	-22	-2	-6	8
CC(=O)N1CCN(C(=O)c2ccc3c(c2)OCO3)CC1	7	6	-5	1	-1	-6	-1	7	-17
COc1ccc(CNC(=O)c2ccc(N3CCOCC3)c([N+](=O)[O-])c2)cc1	2	9	21	2	-20	1	-2	22	-5
O=C(c1cc2ccccc2oc1=O)N(Cc1ccc(F)cc1)C1CCS(=O)(=O)C1 (stereo not drawn)	13	2	18	0	-7	-21	0	-18	0

By substructure: those above containing two or more sulfur atoms.
Molecule	SENP7 block	HKDC1 inh	NALP3 yeast inh	SENP1 inh	Apaf-1 inh	SENP6 inh	SENP8 block-1	SENP8 block-2	PfG6PD inh
Cc1ccc(C(=O)CSc2ncnc3sc4c(c23)CCC(C)C4)cc1 (stereo not drawn)	x	-7	x	-1	x	x	x	25	-15
Cc1ccc(N2CC(C(=O)Nc3nnc(SCCC4OCCO4)s3)CC2=O)cc1 (stereo not drawn)	-4	0	15	-1	14	0	0	-4	11
O=C(CSc1nc(-c2ccc(F)cc2)cs1)N1CCN(C(=O)c2ccco2)CC1	3	3	-7	0	8	1	7	14	-4

Following part.
Molecule	SENP7 block	HKDC1 inh	NALP3 yeast inh	SENP1 inh	Apaf-1 inh	SENP6 inh	SENP8 block-1	SENP8 block-2	PfG6PD inh
COCc1ccc(CN2CCCC(CO)(Cc3ccccc3C)C2)o1 (stereo not drawn)	7	-3	2	1	4	2	4	12	-18
Nc1c(O)cccc1C(=O)O	34	21	18	-14	53*	19	20	-327	108*
CCOC(=O)c1c(NC(=O)COc2ncnc3ccccc23)sc(C(C)=O)c1C	6	-5	9	-7	12	12	-3	18	10
Cc1cc(C)cc(N2C(N)=NC(N)=NC2c2cccc(Cl)c2)c1 (stereo not drawn)	7	-6	24	1	27	-21	-3	17	19
COc1ccccc1N1CCN(Cc2ccsc2)CC1	3	-5	18	3	-5	-20	-1	11	-11
Cc1ccc2c(c1)c1c3n2CCN(C(=O)CN2CCN(C)CC2)C3CCC1 (stereo not drawn)	6	9	-14	3	13	3	1	-118	23
CCNC(=S)N(CCCN(C)C)Cc1cc2cc3c(cc2[nH]c1=O)OCCO3	-4	2	15	-2	-19	-2	-3	-393	7
COc1ccc(NC(=O)CSc2ccc(-c3ccco3)nn2)cc1	3	19	23	2	-8	-12	-11	-8	32
Cc1ccc(OCCNC(=O)/C=C/c2ccccc2)cc1	7	-3	25	2	6	-15	-10	22	-4
O=C(Nc1cccc(C(F)(F)F)c1)c1cc(-c2ccco2)on1	-5	-1	30	-3	8	-8	-4	-1	1
C/C(=N/NC(=O)c1cnccn1)c1ccncc1	-1	-4	11	4	3	4	-2	12	1
CCN(CC)S(=O)(=O)c1cccc(-c2n[nH]c(=S)n2/N=C/c2ccc(OC(F)F)cc2)c1	-1	-3	32	-2	12	7	3	9	0
Cc1ccc2nc(SC(C)C(=O)N3CCCC3)[nH]c2c1 (stereo not drawn)	-8	-4	-4	0	10	-20	-6	-5	4
O=C(NCc1ccco1)C1CC(c2cc(C(F)(F)F)cc(C(F)(F)F)c2)=NO1 (stereo not drawn)	8	7	-17	-1	5	-26	-6	18	20
O=C1COc2ccc(NC(=O)N3CCN(c4ccc(F)cc4)CC3)cc2N1	-6	2	-11	-2	-9	-10	2	7	13
O=C(c1ccco1)N(Cc1ccccc1)Cc1ccccn1	0	-10	7	1	-2	-3	-1	9	-14
O=C(CCCn1cc([N+](=O)[O-])cn1)N1CCCCC1	-11	-4	5	-1	-3	-14	2	6	8
CC(C)(C)C(=O)Cn1c[n+](N)cn1	8	4	0	2	-9	-7	-2	3	-16
Cc1cnc(C(=O)OCC(=O)N(Cc2ccccc2)C(C)C)cn1	0	9	3	1	-1	-1	-5	9	-5
N#Cc1cn(CC(=O)N2CCc3ccccc3C2)c2ccccc12	-3	-2	21	-6	3	-25	-5	-24	-2
COc1ccc2[nH]c(=O)c(CN(Cc3cccs3)C(=S)NCC3CCCO3)cc2c1 (stereo not drawn)	-3	-3	13	0	21	-46	-4	-348	19
CCc1c(C)sc(NC(=O)C2CCCO2)c1C#N (stereo not drawn)	2	-6	17	-6	1	-6	-4	-3	50
Cc1ccc(C)c(N2CCN(C(=O)C3CCC3)CC2)c1	0	-9	16	-2	4	2	-2	9	12
O=C1[C@H](O)[C@@H](O)C(=O)N1Cc1ccccc1	-2	3	-1	1	2	5	8	5	-13
COc1ccc(C(C(=O)NC(C)(C)C)N(C(=O)CCC(=O)Nc2cc(C)on2)c2cccc(C)c2C)cc1 (stereo not drawn)	0	-7	-1	2	33	-11	-8	8	18
CC1CCC(NC(=O)Cn2c3c(c(-c4ccccc4Cl)cc2=O)CCC3)CC1 (stereo not drawn)	11	9	7	1	13	-29	-4	-484	9
O=C(Nc1cccnc1)c1ccc(Cl)c([N+](=O)[O-])c1	5	15	4	2	2	4	3	19	-2
CC(NC(=S)Nc1ccc(S(=O)(=O)N2CCOCC2)cc1)C1CC2CCC1C2 (stereo not drawn)	10	-4	10	2	12	-5	1	0	1

As entered above.
O=C(NCc1ccco1)C1CC(c2cc(C(F)(F)F)cc(C(F)(F)F)c2)=NO1 (stereo not drawn) @ NALP3 yeast inh = -17
COc1ccc(NC(=O)CSc2ccc(-c3ccco3)nn2)cc1 @ SENP7 block = 3

Assay outcomes from PubChem BioAssay.
